E coli WT inh = growth inhibitors of wild type E. coli, primary screen, strain BW25113 wild type, absorbance readout; E. coli BW25113 growth inhibition, OD600; inhibition, % at 10 µM; actives 0.05% (n = 20,000); AID 552, 2006; in the data active = inhibition above about 40%;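 also: bacteria exposed to compound for 20 hours at 37 °C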
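Assay system: Bacterial strain in a whole-cell growth screen | Amount: Inoculum from a 1:1000 dilution of a 1.5 h subculture | Detection: Absorbance at 615 nm as a measure of bacterial growth | Timing: 20 h exposure, 37 °C | Buffer or medium: LB plus kanamycin 50 µg/mL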
Active calls of the source: *.

SMILES	E coli WT inh
Cc1cc(C)n2c(SCCN3C(=O)c4ccccc4C3=O)nnc2n1	-1
Cc1sc(NC(=O)c2oc3ccccc3c2C)c(C#N)c1C	-7
COC(=O)c1sc(N2C(=O)C(O)=C(C(=O)c3ccc(C)o3)C2c2ccc(F)cc2)nc1C (stereo not drawn)	3
CCN(CC)c1nc2n(c(=O)n1)CCO2	6
COc1ccc(S(=O)(=O)N(CCN2CCOCC2)Cc2cc(OC)ccc2OC)cc1	-2
O=C1CC(C(=O)Nc2ccccc2)C2(CCCC2)O1 (stereo not drawn)	9
CCOc1ccc(NC(=O)C2CC(=O)N(C(C)C)C2)cc1 (stereo not drawn)	-2
CCOc1ccccc1C1CC(=O)NC(SCC)=C1C#N (stereo not drawn)	-3
COc1c2occc2cc2ccc(=O)oc12	-10
COc1cc2nc(SCC(=O)NC3CC3)n(CCC3=CCCCC3)c(=O)c2cc1OC	5
Cc1cc(N2C(=O)C3C4C=CC(C4)C3C2=O)no1 (stereo not drawn)	-15
COc1cc(CNCCO)ccc1OCC(=O)Nc1ccc(Br)cc1	-12
CCCc1cc(Nc2cccc(OC)c2)n2ncnc2n1	9
c1cc(C(c2nnnn2C2CCCC2)N2CCOCC2)ccn1 (stereo not drawn)	0
COc1ccc(C2(CN(C(C)=O)C(C)=O)CCCC2)cc1OC	7
COc1cc(C)c(Cl)cc1S(=O)(=O)N(C)C	-18
CN(Cc1nc2ccccc2n1C)S(=O)(=O)c1ccc(F)cc1	-19
COc1cc(S(=O)(=O)NC2CCCCC2C)ccc1Cl (stereo not drawn)	-7
O=C1CN(c2nc3ccccc3n3cnnc23)CC(=O)N1CCc1ccccc1	-5
CCOC(=O)N1CCN(S(=O)(=O)c2ccc(OC)c(Cl)c2)CC1	3
Cn1c(=O)c2c(nc(NCc3ccc4c(c3)OCO4)n2Cc2ccccc2F)n(C)c1=O	6
COC(=O)c1ccccc1NC1c2ccccc2C(=O)N1c1cccnc1 (stereo not drawn)	11
c1ccc(-n2nnnc2-n2cnc3ccccc32)cc1	-12
CC1CCCC(C)N1S(=O)(=O)c1ccc(NC(=O)c2ccccc2C(=O)N2CCOCC2)cc1 (stereo not drawn)	-18
CC(C)(C)NC(=O)CC(CC(=O)O)c1ccccc1 (stereo not drawn)	-6
C=CCSC1=C(C#N)C(c2ccccc2Cl)CC(=O)N1 (stereo not drawn)	-2
CN(C)S(=O)(=O)Nc1ccccc1C(N)=O	-8
Cc1ccc(Nc2nc(N)nc(CSc3nnnn3-c3ccccc3)n2)cc1	-19
COc1ccc(N(Cc2cc3ccc(C)cc3[nH]c2=O)C(=O)c2ccco2)cc1	-13
O=C(Nc1ccccc1)N1C(=O)C2(OCCO2)c2ccccc21	0
Cn1ncc(C#N)c1/N=C/N(Cc1ccccc1)Cc1ccccc1	-13
Cc1noc(C)c1CSc1nnc(-c2ccncc2)n1-c1cccc(Cl)c1C	2
COCCn1c(N)c(C(=O)Nc2sc3c(c2C(=O)OC)CCCC3)c2nc3ccccc3nc21	11
CCOC(=O)c1ccc(-n2c(=O)[nH]c3ccccc3c2=O)cc1	3
CC(=O)Oc1ccc(NC(=O)C2CCCCC2)c(C(=O)O)c1	-14
Cc1nn(-c2ccccc2)c(CC(C)(C)C(=O)O)c1C(=O)O	-18
Cc1ccc(C(=O)CCNc2ccccc2)o1	6
CC(C(=O)N1CCc2ccccc21)N1CCc2ccccc2C1 (stereo not drawn)	9
CC(C)OP(=O)(c1ccc(N(C)C)cc1)C(O)c1ccccc1F (stereo not drawn)	4
CO[C@H]1C=CO[C@@]2(C)Oc3c(C)c(O)c4c(O)c(c(C=NN5CCN(C)CC5)c(O)c4c3C2=O)NC(=O)C(C)=CC=C[C@H](C)[C@H](O)[C@@H](C)[C@@H](O)[C@@H](C)[C@H](OC(C)=O)[C@@H]1C	13
CCn1c2ccccc2c2cc(NC(=O)CCCN3C(=O)CCC3=O)ccc21	-14
Cn1c(=O)c2c(nc(CN3CCOCC3)n2CCN2CCOCC2)n(C)c1=O	-8
CC(C)CCNC(=O)NC(=O)CN1C(=O)NC2(CCCCC2)C1=O	2
NC(=O)C1CCN(c2oc(-c3ccccc3F)nc2S(=O)(=O)c2ccc(Cl)cc2)CC1	-13
CC(=O)c1c(C)nn(CC(O)COc2ccc3c(c2)CCC3)c1C (stereo not drawn)	-8

Reformatted in markdown: entries from further up
| Structure | E coli WT inh |
| --- | --- |
| COCCn1c(N)c(C(=O)Nc2sc3c(c2C(=O)OC)CCCC3)c2nc3ccccc3nc21 | 11 |
| CCOC(=O)c1ccc(-n2c(=O)[nH]c3ccccc3c2=O)cc1 | 3 |
| CC(=O)Oc1ccc(NC(=O)C2CCCCC2)c(C(=O)O)c1 | -14 |
| Cc1nn(-c2ccccc2)c(CC(C)(C)C(=O)O)c1C(=O)O | -18 |

Additional records:
SMILES	E coli WT inh
CC(=O)OC(C(=O)NCc1ccco1)c1cccnc1 (stereo not drawn)	-4
CCOC(=O)N1CCN(C(=O)C(NS(=O)(=O)c2cccc3nsnc23)c2ccccc2)CC1 (stereo not drawn)	16
O=C(CN1C(=O)c2ccccc2S1(=O)=O)N1CCN(c2cccc(Cl)c2)CC1	-24
CCOc1ccccc1NC(=O)C1CCCN(S(=O)(=O)c2cccc3cccnc23)C1 (stereo not drawn)	1
CCOc1ccc(N(CC(=O)NCc2ccco2)S(=O)(=O)c2ccc(OC)c(OC)c2)cc1	-2
CC(=O)O[C@]1(C(C)=O)CC[C@H]2[C@@H]3C=C(Cl)C4=CC(=O)CC[C@]4(C)[C@H]3CC[C@@]21C	0
COC(=O)c1ccccc1OC(=O)c1ccc(Br)o1	-17
Cc1cc(CNC(=O)Cc2c(F)cccc2Cl)nn1C	-27
CN(C)CCCN1c2ccccc2CCc2ccccc21	7
Cc1sc2nc3n(c(=O)c2c1C)NC(=O)CC3	-5
O=C(c1cnn2cccnc12)N1CCN(Cc2ccc3c(c2)OCO3)CC1	4
C/C(=N\O)C(=O)C(CN1CCCCC1)CN1CCCCC1	4
CC1(C)Cc2c(sc3nn[nH]c(=O)c23)CO1	-20
CCS(=O)(=O)n1nc(-c2ccccc2)nc1SCc1ccccc1	5
O=C(Nc1ccc(Br)c2cccnc12)c1ccc(Cn2cc(Cl)cn2)o1	-7

Nothing new here: an excerpt of the list.
SMILES	E coli WT inh
CN(C)S(=O)(=O)Nc1ccccc1C(N)=O	-8
Cc1ccc(Nc2nc(N)nc(CSc3nnnn3-c3ccccc3)n2)cc1	-19
COc1ccc(N(Cc2cc3ccc(C)cc3[nH]c2=O)C(=O)c2ccco2)cc1	-13
O=C(Nc1ccccc1)N1C(=O)C2(OCCO2)c2ccccc21	0
Cn1ncc(C#N)c1/N=C/N(Cc1ccccc1)Cc1ccccc1	-13
Cc1noc(C)c1CSc1nnc(-c2ccncc2)n1-c1cccc(Cl)c1C	2
COCCn1c(N)c(C(=O)Nc2sc3c(c2C(=O)OC)CCCC3)c2nc3ccccc3nc21	11
CCOC(=O)c1ccc(-n2c(=O)[nH]c3ccccc3c2=O)cc1	3
CC(=O)Oc1ccc(NC(=O)C2CCCCC2)c(C(=O)O)c1	-14
Cc1nn(-c2ccccc2)c(CC(C)(C)C(=O)O)c1C(=O)O	-18
Cc1ccc(C(=O)CCNc2ccccc2)o1	6
CC(C(=O)N1CCc2ccccc21)N1CCc2ccccc2C1 (stereo not drawn)	9
CC(C)OP(=O)(c1ccc(N(C)C)cc1)C(O)c1ccccc1F (stereo not drawn)	4
CO[C@H]1C=CO[C@@]2(C)Oc3c(C)c(O)c4c(O)c(c(C=NN5CCN(C)CC5)c(O)c4c3C2=O)NC(=O)C(C)=CC=C[C@H](C)[C@H](O)[C@@H](C)[C@@H](O)[C@@H](C)[C@H](OC(C)=O)[C@@H]1C	13
CCn1c2ccccc2c2cc(NC(=O)CCCN3C(=O)CCC3=O)ccc21	-14
Cn1c(=O)c2c(nc(CN3CCOCC3)n2CCN2CCOCC2)n(C)c1=O	-8
CC(C)CCNC(=O)NC(=O)CN1C(=O)NC2(CCCCC2)C1=O	2
NC(=O)C1CCN(c2oc(-c3ccccc3F)nc2S(=O)(=O)c2ccc(Cl)cc2)CC1	-13
CC(=O)c1c(C)nn(CC(O)COc2ccc3c(c2)CCC3)c1C (stereo not drawn)	-8
CC(=O)OC(C(=O)NCc1ccco1)c1cccnc1 (stereo not drawn)	-4
CCOC(=O)N1CCN(C(=O)C(NS(=O)(=O)c2cccc3nsnc23)c2ccccc2)CC1 (stereo not drawn)	16
O=C(CN1C(=O)c2ccccc2S1(=O)=O)N1CCN(c2cccc(Cl)c2)CC1	-24
CCOc1ccccc1NC(=O)C1CCCN(S(=O)(=O)c2cccc3cccnc23)C1 (stereo not drawn)	1
CCOc1ccc(N(CC(=O)NCc2ccco2)S(=O)(=O)c2ccc(OC)c(OC)c2)cc1	-2
CC(=O)O[C@]1(C(C)=O)CC[C@H]2[C@@H]3C=C(Cl)C4=CC(=O)CC[C@]4(C)[C@H]3CC[C@@]21C	0
COC(=O)c1ccccc1OC(=O)c1ccc(Br)o1	-17
Cc1cc(CNC(=O)Cc2c(F)cccc2Cl)nn1C	-27
CN(C)CCCN1c2ccccc2CCc2ccccc21	7
Cc1sc2nc3n(c(=O)c2c1C)NC(=O)CC3	-5
O=C(c1cnn2cccnc12)N1CCN(Cc2ccc3c(c2)OCO3)CC1	4
C/C(=N\O)C(=O)C(CN1CCCCC1)CN1CCCCC1	4
CC1(C)Cc2c(sc3nn[nH]c(=O)c23)CO1	-20
CCS(=O)(=O)n1nc(-c2ccccc2)nc1SCc1ccccc1	5
O=C(Nc1ccc(Br)c2cccnc12)c1ccc(Cn2cc(Cl)cn2)o1	-7

Additional structures.
SMILES	E coli WT inh
O=C(CC1CCCCC1)N1CCN(c2ccccn2)CC1	-26
O=C(CSc1ccccn1)N1CCN(c2ccccc2)CC1	-16
CN(C)CCCNC(=O)c1ccc(CN(c2ccccc2)S(C)(=O)=O)cc1	12
FC(F)C(F)(F)C1=CC(c2cccs2)=NCCN1	-20
CCOc1ccccc1-c1nnc(SCC(=O)NC2CC3CCC2C3)n1CC (stereo not drawn)	-13
Cc1cc2oc(=O)cc(C)c2c(=O)o1	6
c1ccc(-c2nc3nc4ccccc4nc3n2Cc2ccco2)cc1	-16
CC(C)[C@H](NC(=O)[C@@H]1CSCN1C(=O)OC(C)(C)C)C(=O)NCC1CCC(C(=O)O)CC1 (stereo partly drawn)	-1
O=C(NCC1CCCO1)c1ccccc1-c1nc(-c2ccc(Cl)cc2)no1 (stereo not drawn)	-2
O=C(CN1CC(c2ccccc2)CC1=O)OCc1ccccc1F (stereo not drawn)	-5
Cc1ccccc1NC(=O)c1ccc(NC(=O)c2ccco2)cc1	-12
C=CCNC(=O)CCCCC(=O)NCC=C	-27
CCOc1ccc(Nc2oc(Cc3ccccc3)nc2C#N)cc1	-14
CCn1nnc(NC(=O)c2cccnc2)n1	-14
O=C(CSc1ncn(-c2ccccc2)n1)Nc1ccc2c(c1)OCCO2	-24
CCCC(CCC)C(=O)Nc1ccncc1	-13
O=C1NC2(Nc3ccccc31)C(=O)Nc1ccccc12 (stereo not drawn)	0
CCOC(=O)C1CCN(C(=O)CN(c2ccc(Cl)c(C(F)(F)F)c2)S(C)(=O)=O)CC1	0
CC(=O)c1cccc(NC(=O)N2CCCc3ccccc32)c1	-7
CCC(=O)N1CCN(c2ccccc2NC(=O)c2cccc(C)c2)CC1	0
CCOC(=O)C1CCN(C(=O)CCc2ccccc2)CC1	-19
CC(C)C(=O)Nc1cccc(-c2nc3ccccc3o2)c1	-23
O=C(c1cccc(-n2cnnn2)c1)N1CCOCC1	-17
CCCCCC(=O)Nc1ccc(N2CCN(CC)CC2)c(Cl)c1	5
O=C(NCc1ccccc1)c1cccnc1N1CCOCC1	1
O=C(NCCc1ccccc1)c1ccccc1NS(=O)(=O)N1CCCC1	-21
Cc1cc(C)nc(N2CCC(C(=O)Nc3ccc4c(c3)CCC4)CC2)n1	-5
CCOc1ccccc1OCC(O)CNC (stereo not drawn)	-9
COc1ccccc1CNC(=O)Nc1cccs1	3
CCCc1cc(=O)[nH]c(NCc2ccc(Cl)cc2)n1	3
COc1ccc2nc(SCC(=O)NC(C)C)[nH]c2c1	10
CCOC(=O)CNC(=O)CSc1nnnn1-c1cc(C)ccc1C	12
COc1ccc(CNC(=O)C2CC=CCC2C(=O)O)cc1OC (stereo not drawn)	-15
COc1cccc(-n2nnnc2SCC(=O)NCc2ccco2)c1	0
COC(=O)c1cc(Oc2ccc(C(=O)OC)cc2N)cc(C(=O)OC)c1	-10
Fc1ccc(CN2CCSCC2)cc1Br	-2
COc1cccc(C2C(C(=O)c3cccs3)=C(O)C(=O)N2CCN(C)C)c1OC (stereo not drawn)	-15
c1ccc(-c2noc(-c3cccnc3)n2)nc1	-7
CCc1cccc2c(=O)c(C(=O)NCCN3CCOCC3)c[nH]c12	-2
COc1ccc(NC(=O)N2CCC(c3nc(-c4cccs4)no3)CC2)cc1	-4
COC(=O)C(CCCCNC(=O)OCc1ccccc1)NC(=O)CN (stereo not drawn)	6
CC(=O)Nc1ccc(S(=O)(=O)N2CCN(S(=O)(=O)N3CCCCCC3)CC2)cc1	-17
Cc1ccc(Cn2c(C(=O)NCCCN3CCOCC3)cc3sccc32)cc1	-6
CCc1nnc(SCc2cn3c(C)cc(C)nc3n2)n1N	-5
CCCC1CCC(C(=O)Nn2cnc3ccccc3c2=O)CC1 (stereo not drawn)	2
CC(=O)Nc1ccccc1-c1nc2ccc(C(=O)N3CCN(c4ccccc4)CC3)cc2[nH]c1=O	5
Cc1ccccc1NC(=O)C1CC(=O)N(c2ccccc2F)C1 (stereo not drawn)	-2
COC(=O)C1CCN(C(=O)COc2ccc(Cl)cc2)CC1	-14
CN(C)CCCN1C(=O)C(O)=C(C(=O)c2cccs2)C1c1ccccn1 (stereo not drawn)	-14

The list is partial; count on the stated rates, not on these rows.
